# FLuc stim CS = firefly luciferase counter-screen for stimulation assays; P08659; ATPlite luciferase biochemical, luminescence, 10 min; 0 = ATP-free wells, 1 = DMSO control; activation factor at 10 µM; 200,000 tested, under 10 active; AID 1027;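 active = luciferase activation factor, scaled between plate controls, of at least 2 with compound at 10 µM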
# Target sequence (P08659 whole entry, looked up): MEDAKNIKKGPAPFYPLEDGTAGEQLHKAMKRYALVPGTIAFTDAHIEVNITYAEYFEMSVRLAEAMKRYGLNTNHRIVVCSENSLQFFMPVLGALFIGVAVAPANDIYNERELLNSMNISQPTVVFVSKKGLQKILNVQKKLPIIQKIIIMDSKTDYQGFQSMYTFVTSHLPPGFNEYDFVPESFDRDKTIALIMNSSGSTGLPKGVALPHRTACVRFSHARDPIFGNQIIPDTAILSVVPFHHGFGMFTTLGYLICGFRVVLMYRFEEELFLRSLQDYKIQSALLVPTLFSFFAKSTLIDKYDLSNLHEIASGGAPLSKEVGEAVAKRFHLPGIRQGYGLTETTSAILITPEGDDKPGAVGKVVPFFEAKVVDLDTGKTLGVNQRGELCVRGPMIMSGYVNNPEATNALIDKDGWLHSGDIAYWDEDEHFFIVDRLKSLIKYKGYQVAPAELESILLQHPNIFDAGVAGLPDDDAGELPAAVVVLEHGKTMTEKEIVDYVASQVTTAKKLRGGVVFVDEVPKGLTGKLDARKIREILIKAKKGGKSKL
#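 test system = cell-free luciferase reagent | medium = PBS as buffer for the ATP substrate | dosing = test compounds dosed from 2 mM stocks in 100% DMSO | incubation = 10 min at ambient temperature | detection = luminescence measurement of luciferase light output | benchmarks = low control with PBS replacing ATP, high control enzyme plus ATP without compound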
# G6PDH counter = counter-screen for G6PDH assay hits: L. mesenteroides G6PDH inhibition | inhibition, % at 5 µM | 200,000 compounds, 0.12% hits | Purified L. mesenteroides G6PDH, diaphorase/resazurin coupled fluorescence, 45 min; in the data active = inhibition above about 50%
# Efa HMGR inh = inhibitors of class II HMG-CoA reductase from Enterococcus faecalis. purified E. faecalis HMGR, NADPH absorbance 340 nm kinetic. inhibition, % at 10 µM. 190,000 compounds, 0.41% hits. AID 1066;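 active = inhibition above a set limit, the median over all tested compounds plus 3 SD, cut at about 9.5% in these data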;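 note: enzyme runs in reverse so mevalonate oxidation gives rising NADPH absorbance; 0% = complete reaction with DMSO and 100% = background rate lacking mevalonate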
# Diaph inh CS = diaphorase inhibition or chemical oxidation counter-screen | diaphorase resazurin-to-resorufin fluorescence, NADH, 16 min; bacterial (C. kluyveri) enzyme, not human | 190,000 compounds, 0.69% hits | AID 1217 | inhibition, % at 20 µM;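 active = primary screen inhibition at 20 µM above a set limit, cut at about 50% in these data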;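 note: plate controls were DMSO with full reaction for no effect and wells lacking NADH for full effect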
#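 Test system: Clostridium kluyveri diaphorase enzyme / Quantity: diaphorase at 0.14 U/mL in enzyme working solution / Incubation: 16-min room-temperature incubation before reading / Benchmarks: NADH-free wells as positive control, DMSO-only neutral wells / Signal: resorufin fluorescence 544/590 nm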
# PMI act = phosphomannose isomerase (human) activation; activation factor at 20 µM; 190,000 compounds, 0.005% hits; purified human PMI, coupled resazurin fluorescence, 20 min; active compounds read high; 1 = vehicle control, 0 substrate-free wells;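 active = activation factor of 2 or more at 20 µM, relative to plate controls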
# Target sequence (P34949 whole entry, looked up): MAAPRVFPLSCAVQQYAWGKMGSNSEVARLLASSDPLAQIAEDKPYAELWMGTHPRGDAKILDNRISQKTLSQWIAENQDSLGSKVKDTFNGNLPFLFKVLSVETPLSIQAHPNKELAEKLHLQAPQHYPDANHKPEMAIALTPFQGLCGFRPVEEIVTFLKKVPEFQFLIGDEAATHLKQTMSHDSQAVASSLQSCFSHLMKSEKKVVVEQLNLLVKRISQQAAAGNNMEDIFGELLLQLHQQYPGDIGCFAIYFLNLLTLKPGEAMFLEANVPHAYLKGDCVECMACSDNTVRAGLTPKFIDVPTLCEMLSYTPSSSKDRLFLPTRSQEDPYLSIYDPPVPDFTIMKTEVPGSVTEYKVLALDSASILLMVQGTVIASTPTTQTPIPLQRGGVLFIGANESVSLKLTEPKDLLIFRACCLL
# TNAP inh hi DEA = blocks human TNAP under high phosphate acceptor concentration. P05186. purified TNAP, CDP-star luminescence, 1 M DEA. inhibition, % at 20 µM. 200,000 compounds, 0.03% hits;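 active = over 50% inhibition of tissue-nonspecific alkaline phosphatase at 20 µM in the single-dose screen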;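 note: plate controls were DMSO wells for no effect and EDTA-quenched wells as full inhibition for full effect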
# PMI act satM6P = PMI (human) activation, high substrate; P34949; coupled PMI enzyme assay, resazurin fluorescence, 20 min; active compounds read high; 1 = untreated enzyme, 0 = substrate-free blank; activation factor at 20 µM; 190,000 compounds, 0.34% hits; AID 1216;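 active = activation factor of 2 or more at 20 µM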
#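 Test system: human phosphomannose isomerase with PGI, G6PDH, diaphorase coupling enzymes / Doses: 20 µM compound, 1% DMSO / Times: enzyme reaction with compound 20 min at room temperature / Measured by: Diaphorase-driven resazurin-to-resorufin fluorescence, excitation 544, emission 590 nm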
# Diaphorase act = diaphorase activation or chemical reduction counter-screen; 190,000 compounds, 0.005% hits; Diaphorase/resazurin coupled assay, resorufin fluorescence, 16 min; active compounds read high; 1 = vehicle wells, 0 = NADH-free wells; activation factor at 20 µM;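 active = diaphorase activity raised at least twofold by the compound at 20 µM; inactive = activation factor below 2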
#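 Material: Purified diaphorase enzyme from Clostridium kluyveri | Buffer or medium: 50 mM HEPES pH 7.4 with 4.542 mM MgCl2, 0.005% Tween 20 | Times: 16 min enzyme reaction, ambient temperature | Signal: Red resorufin fluorescence at 544/590 nm excitation/emission | Measure: Increased resorufin signal from activators or reducing compounds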
# TNAP act hi DEA = TNAP (human) activation, high acceptor; 200,000 tested, under 10 active; AID 1136; purified TNAP, CDP-star luminescence, 1 M DEA, 30 min; active compounds read high; 0 = EDTA background, 1 = DMSO-only activity; P05186; activation factor at 20 µM;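 active = activation factor at least 2 at 20 µM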
#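 Test system – human TNAP · Doses – 20 µM single point · Incubation – 30 min, room temperature · Signal – luminescent substrate turnover signal · Read-out basis – activation factor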
# TNAP inh no acc = inhibitors of human TNAP without phosphate acceptor. AID 1012. P05186. purified TNAP, CDP-star luminescence, 30 min. 200,000 compounds, 0.26% hits. inhibition, % at 20 µM;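 active = tissue-nonspecific alkaline phosphatase inhibition above about 50% at 20 µM in the single-dose screen, limit read from the data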;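 note: 0% = DMSO negative control and 100% = EDTA positive control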
# Active calls of the source: *; x = not tested or not shown.
# The first 6 entries, to show the layout:
SMILES,FLuc stim CS,G6PDH counter,Efa HMGR inh,Diaph inh CS,PMI act,TNAP inh hi DEA,PMI act satM6P,Diaphorase act,TNAP act hi DEA,TNAP inh no acc
NC(=O)C1(N2CCCCC2)CCN(C2CC(=O)N(Cc3cccs3)C2=O)CC1 (configuration not stated),1.1,2,-5,10,0.9,-3,1,0.9,1,-12
CC(C)(C)C(=O)Nc1cc(C(F)(F)F)ccc1-n1ccnc1,1.1,4,13*,2,1.1,-5,1.1,1,1.1,-3
O=C1CC(c2cccc(Cl)c2)CC(O)=C1C=NC1CCCC1 (configuration not stated),1.1,8,1,14,0.9,-5,1,0.9,1.1,-10
C#CCSc1cc(C(F)(F)F)nc(-c2ccccn2)n1,1,-1,-1,-9,1.2,4,1.1,1.1,1,0
Cc1nc2sc(C(c3ccc(Br)cc3)N3CC(C)OC(C)C3)c(O)n2n1 (configuration not stated),1,-12,-6,-2,1,-3,1,1,1,-5
COc1c(Cl)ccc(Cl)c1C(=O)NCc1ccco1,1,-1,6,15,1,-5,0.9,0.9,1,-5

# The whole of this part, previewed entries included:
SMILES,FLuc stim CS,G6PDH counter,Efa HMGR inh,Diaph inh CS,PMI act,TNAP inh hi DEA,PMI act satM6P,Diaphorase act,TNAP act hi DEA,TNAP inh no acc
NC(=O)C1(N2CCCCC2)CCN(C2CC(=O)N(Cc3cccs3)C2=O)CC1 (configuration not stated),1.1,2,-5,10,0.9,-3,1,0.9,1,-12
CC(C)(C)C(=O)Nc1cc(C(F)(F)F)ccc1-n1ccnc1,1.1,4,13*,2,1.1,-5,1.1,1,1.1,-3
O=C1CC(c2cccc(Cl)c2)CC(O)=C1C=NC1CCCC1 (configuration not stated),1.1,8,1,14,0.9,-5,1,0.9,1.1,-10
C#CCSc1cc(C(F)(F)F)nc(-c2ccccn2)n1,1,-1,-1,-9,1.2,4,1.1,1.1,1,0
Cc1nc2sc(C(c3ccc(Br)cc3)N3CC(C)OC(C)C3)c(O)n2n1 (configuration not stated),1,-12,-6,-2,1,-3,1,1,1,-5
COc1c(Cl)ccc(Cl)c1C(=O)NCc1ccco1,1,-1,6,15,1,-5,0.9,0.9,1,-5
C=CCN(c1ccc(C(=O)Nc2cccc([N+](=O)[O-])c2)cc1)S(C)(=O)=O,1.1,12,0,17,1,-4,1,0.8,1,-10
Fc1ccc(-c2nc3c(-c4ccc(F)cc4)cnn3cc2CCN2CCOCC2)cc1,1,4,0,5,0.9,-4,1,0.9,1,-5
O=C1ON=C(c2ccccc2)/C1=C/c1ccc(OS(=O)(=O)c2ccccc2)cc1,1.1,-3,-5,16,1.1,-2,1.2,0.8,1,0
O=C(COC(=O)C12CC3CC(CC(C3)C1)C2)Nc1ccccc1F,0.8,10,-5,11,1,-6,1,0.9,1.1,-12
O=C(O)c1ccc(N2Cc3ccccc3C2)cc1O,0.9,6,0,1,1.4,-7,1.7,1,1.1,-9
O=C(c1ccccc1NS(=O)(=O)c1ccc(Br)s1)N1CCOCC1,1,3,-2,1,1,-2,1.1,1,1,-9
O=C(CCN1C(=O)c2ccccc2C1=O)N1CCN(c2ccccc2)CC1,1.1,4,0,10,1.1,-4,1,0.9,1,-11
COc1ccc(C2Nc3ccccc3C(=O)N2NC(C)=O)cc1OC (configuration not stated),1,-2,-3,4,1,-4,1,1,1,-10
CC(=O)c1c(N2CCCC2)[nH]c(-c2ccccc2)nc1=S,1,7,1,22,0.9,4,0.9,0.8,1,5
Cc1cccc(CCNC(=O)CCNC(=O)Cn2ccc3ccccc3c2=O)c1,1,-8,-8,6,1,-4,1,0.9,1,-9
O=C(/C=C/c1ncc(C(F)(F)F)cc1Cl)OCc1ccccc1,1,-4,2,16,0.8,-2,0.9,0.8,1,-11
CCN(c1ccccc1)c1cc(C)nc2nc(C)nn12,1,1,-6,18,0.9,-1,1,0.8,1,-6
CCCCn1c(SCC(=O)c2ccc3c(c2)NC(=O)CO3)nc2cc(S(N)(=O)=O)ccc21,1,13,-2,21,1,0,0.9,0.8,1,3
COc1cccc(C(=O)NCc2ccc(-c3nc4ccccc4s3)cc2)c1,0.9,2,-4,7,1,-6,1,0.9,1.1,-8
S=C1NCCOCCOCCOCCOCCN1,1.1,2,-2,9,1,-2,1,0.9,1,-8
NC(=O)C1(N2CCCCC2)CCN(C(=O)CSc2nc(C(F)(F)F)cc(=O)[nH]2)CC1,1.1,-3,-1,4,1.1,-4,1.2,1,1,-9
COc1cc(/C=C2\SC(=O)N(Cc3ccc(Cl)cc3)C2=O)cc([N+](=O)[O-])c1O,1.1,16,-4,87*,0.9,16,0.9,0.1,0.8,16
COc1ccc(-n2c(Cn3nnc4ccccc43)n[nH]c2=S)cc1,1,1,0,7,1.1,0,1,0.9,1,1
CCOC(=O)CNC(=O)/C(=C\c1ccc(F)cc1)NC(=O)c1ccccc1,1.1,9,1,x,x,-4,x,x,1,-6
COc1ccc(OC)c(NC(=O)C2CCN(c3nc(C)cc(C)n3)CC2)c1,1.1,2,7,10,1.1,-4,1.1,0.9,1,-9
CC1CCC2=NN(C(=O)c3ccco3)C(O)(C(F)(F)F)C2C1 (configuration not stated),1,4,1,3,1,2,1,1,1,0
CC(=O)c1cccc(NC(=O)COC(=O)CCc2ccc(S(=O)(=O)N3CCOCC3)cc2)c1,1.1,8,-3,0,1.1,-4,1.1,1,1,-9
O=C(CCCCCNS(=O)(=O)c1ccc(Br)cc1)NCCN1CCOCC1,1.1,2,-4,6,1.1,-3,1,0.9,1,0
Brc1ccc(/C=C/C=N/Nc2nc3ccccc3s2)cc1,1,7,-4,0,1.1,2,1.1,1,1,-48
CN(C)C(=O)CSc1nnc(Cc2ccc3c(c2)OCO3)o1,1,29,-1,-8,1,-2,1,1.1,1,-83
COc1cccc(Oc2ccc(N)cn2)c1,1,23,1,13,0.9,0,1.2,0.9,1,6
Cc1nc(NC(CC(C)C)C(=O)O)c2nc(C)oc2n1 (configuration not stated),1,3,0,-3,1,-2,1.1,1,1,-10
CCC(C)C(=O)Nc1cc(C(=O)OC)cc(C(=O)OC)c1 (configuration not stated),1,-1,-4,13,1,-5,1,0.9,1,-8
O=C(Nc1ccccc1)Nc1cc(S(=O)(=O)N2CCOCC2)ccc1N1CCCC1,1,20,0,0,0.9,-10,1,1,1.1,-94
Cc1cc(C)nc(/N=C(\N)Nc2cc([N+](=O)[O-])ccc2C)n1,1.1,5,0,9,1,-2,1,0.9,1,-9
O=C(O)C1CC1C(=O)Nc1cc(F)ccc1F (configuration not stated),1,2,4,0,1.2,1,1.1,1,1,-6
CCOc1ccc(NC(=O)CCC(=O)NNC(=O)COc2ccccc2C)cc1,0.9,14,-1,12,0.9,-1,0.9,0.9,1,-13
CC1CCN(S(=O)(=O)c2ccc(C(=O)NCc3ccc4c(c3)OCO4)cc2)CC1,1,-1,-4,4,1,-3,1.1,1,1,-12
CCOC(=O)c1c(C)n(C)c2ccc(O)c(CN3CCC(C)CC3)c12,1,-50,-4,27,0.7,-2,0.8,0.7,1,-10
O=C(O)CCCn1cc(NC(=O)c2cccc(F)c2)cn1,1,5,-7,5,1.2,-1,1,1,1,3
CC(C)CNC(=O)CSc1nnc(-c2ccccn2)n1Cc1ccccc1,1.1,-1,3,8,1,-5,1,0.9,1.1,-15
CCNC(=S)Nc1ccccc1-c1ccccc1,1.1,10,-5,18,0.9,-2,0.9,0.8,1,-13
COn1c(C)c(C(C)=O)c2c3no[n+]([O-])c3ccc21,1.1,-1,0,7,0.9,-3,0.9,0.9,1,-5
Fc1ccc(CCNC(=S)Nc2ccc(F)c(Cl)c2)cc1,1.1,2,-3,10,0.9,-7,1,0.9,1.1,-11
Cn1cc([N+](=O)[O-])c(C(=O)Nc2nc(-c3ccc(Cl)cc3)cs2)n1,1,-54,4,24,0.8,3,0.8,0.8,1,-7
C/C(=N\NC(=S)Nc1cccc(C)c1)c1ccco1,1,17,-7,38,0.9,-2,0.9,0.6,1,-7
CCC(C)NC(=O)C1CCN(C(=O)c2ccccc2)CC1 (configuration not stated),1,10,-4,8,0.9,-1,1,0.9,1,-6
N#CC(c1ccc(O)cc1)N1CCOCC1 (configuration not stated),1,-1,-3,15,0.9,3,0.9,0.9,1,-3
Cn1cnc([N+](=O)[O-])c1S(=O)(=O)c1ccc(Cl)cc1,1.1,-9,2,1,1.1,-5,1,1,1.1,-10
# Going on with the list.
SMILES,FLuc stim CS,G6PDH counter,Efa HMGR inh,Diaph inh CS,PMI act,TNAP inh hi DEA,PMI act satM6P,Diaphorase act,TNAP act hi DEA,TNAP inh no acc
CCN(CC)C(=O)COC(=O)c1ccc(O)cc1,1.1,-1,-3,14,0.9,-6,1,0.9,1.1,-11
CCCN1CCC(=NNc2ccc(S(=O)(=O)N(CC)CC)cc2[N+](=O)[O-])CC1,1,2,-1,10,0.9,14,0.9,0.9,0.9,6
Nc1c(C(=O)Nc2ccc(F)cc2)sc2nc(-c3ccco3)ccc12,1,12,3,47,0.9,3,0.5,0.5,1,2
CCOc1ccc(Nc2nc(CC(=O)OC)cc(=O)[nH]2)cc1,1,-3,0,-4,1,-3,1,1,1,-10
O=C(c1ccco1)N(Cc1nc2ccccc2c(=O)[nH]1)C1CCCC1,1.1,4,-10,8,0.9,1,1,0.9,1,-5
FC(F)(F)c1cnc(Nc2ccc(N3CCOCC3)cc2)c(Cl)c1,1.1,3,0,-3,0.9,-12,1,1,1.1,0
O=C(C1=NN[C@@H]2C(=O)N(c3cccc(C(F)(F)F)c3)C(=O)[C@H]12)C(c1ccccc1)c1ccccc1,1,11,-8,21,0.8,6,0.8,0.8,0.9,6
O=C(O)C(Cc1cc2ccccc2[nH]1)N1C(=O)C2CC=C(Cl)CC2C1=O (configuration not stated),1.1,2,-7,0,1.3,-3,1.4,1,1,-12
Cc1cnc(C(=O)Nc2ccc(-n3cnnn3)cc2)cn1,1,-32,-6,10,0.9,-1,0.9,0.9,1,-10
CCOc1ccc(/C=C(\C#N)C(=O)c2c(C)[nH]c3ccccc23)cc1OC,1.1,-2,-9,21,0.8,-1,0.9,0.8,1,3
O=C(Nc1ccccc1)c1ccccc1Oc1ccc(C(F)(F)F)cc1[N+](=O)[O-],1.1,12,-2,19,0.9,1,1,0.8,1,8
COc1ccc2c(c1OC)C(=O)OC2CC(=O)c1ccc(N(C)C)cc1 (configuration not stated),1.1,0,-3,4,1.1,9,1.1,1,0.9,13
